b-catenin transl = modulators of beta-catenin nuclear translocation, primary screen, imaging, HeLa cells, immunofluorescence, high-content. nuclear translocation activity, % at 5 µM. hit rate 0.3% among 190,000;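 active = nuclear translocation activity above 50% at 5 µM, with a well cell count of 50 or more; inconclusive = wells under 50 cells across six images, flagged as toxic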;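 also: per-cell ratio of nuclear to cytoplasmic median beta-catenin stain intensity; plate controls were DMSO negative control for no effect and GSK-3 inhibitor IX positive control for full effect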
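Signal – beta-catenin immunofluorescence imaging with DAPI · Test system – human HeLa cell line · Dosing – 5 µM primary single dose, 0.1% DMSO, 0.02–20 µM confirmation series · Measure – % activation, nuclear-to-cytoplasmic median beta-catenin signal ratio per cell · Incubation – 24 h compound exposure at 37°C, 5% CO2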
Yfh1-depleted yeast = enhancers of respiration in Yfh1-depleted yeast, dose response, Friedreich's ataxia, plus single-dose screen (AID 1465) | hit rate 0.074% among 220,000 | S. cerevisiae Yfh1-off respiration, WST-1 reduction, 72 h; higher fold induction means a stronger effect | fold induction at 50 µM; hits with a dose series show EC50 in µM;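 active = fold induction of absorbance versus untreated yeast above a set limit, then at least 30% activation at any dose in follow-up; inconclusive = repeats straddling the limit, or above it without dose testing; inactive = fold induction below the set limit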;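 also: activators that raise dye reduction in frataxin-depleted yeast; strong numbers were not always called active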
Dynein cargo inh = inhibitors of GR-EGFP nuclear translocation, primary screen, dynein cargo transport inhibitor project, imaging, high-content, 3617.4 mouse cells; z-score, hits read low; hit rate 0.47% among 220,000; test concentration mostly 20 µM; stimulated with dexamethasone, 1 µM; stronger effect = lower value;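 active = plate z-score of nuclear minus cytoplasmic receptor signal below a set negative limit, without overly bright fluorescence or cell loss, cut at about -3.5 in these data, passing the limit was not always enough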;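 also: z-score of nuclear minus cytoplasmic ring GR-EGFP intensity difference per well; some compounds called inactive have numbers as strong as hits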
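Buffer or medium: tet-free, stripped-serum medium; reagent: dexamethasone at 1.0 µM final, 30 min; incubation: 48 h induction, 1 h compound, 30 min dex at 37 °C; measured by: formaldehyde fixation, Hoechst nuclear stain, 10x automated fluorescence imaging; read-out: nuclear-to-cytoplasmic GR-EGFP distribution per well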
MT stabilize HCS = microtubule stabilizers in HeLa cells, primary screen, imaging, high-content imaging. HeLa tubulin immunostaining HCS, 24 h; share of cells brighter than vehicle mean+2SD. % tubulin-high responders, % at 10 µM. hit rate 0.83% among 200,000. AID 2205, 2009;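 active = plate Z-score above 3 for both tubulin-high and condensed-nucleus cell shares, with cell loss under 80%, at 10 µM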;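 also: anti alpha tubulin signal scored within the nucleus-defined area of each cell; some results filed as inactive read as strong as hits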
M17LAP inhibition = P. falciparum M17LAP inhibitors, primary screen, biochemical, fluorogenic H-Leu-NHMec substrate, 1536-well (AID 1619); Leucine aminopeptidase (Plasmodium falciparum (isolate 3D7)); hit rate 0.38% among 220,000; recombinant M17LAP, H-Leu-NHMec fluorogenic kinetic assay; higher % means a stronger effect; inhibition, % at 30 µM; hits with a dose series show IC50 in µM;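 active = compound inhibiting the enzyme by more than half at any dose during confirmatory dose-response retesting; inconclusive = strong single-dose inhibitors picked by rank but not retested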;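 also: plate controls were full reaction with DMSO carrier for no effect and no enzyme background for full effect; strong numbers were not always called active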
Autophagy HCS = autophagy modulators in MEF cells, primary screen, imaging, high-content, MEF GFP-LC3 | calls only at 10 µM (by protocol) | MEF GFP-LC3 puncta imaging; test concentration mostly 10 µM | hit rate 0.98% among 190,000;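 active = percentage of spot-positive cells more than 3 SD above its plate mean, without a fluorescence outlier flag or 80% toxicity; inconclusive = no clear call, values can overlap the other calls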;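 also: spot-positive cell cutoff set from DMSO-treated cells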
NOD1 inhibition = NOD1 signaling inhibitors, primary screen, cell-based, luminescence, uHTS (AID 1578) | NOD1-driven NF-kB luciferase reporter cells, luminescence; higher % means a stronger effect | inhibition, % at 4 µM, or EC50 in µM where a hit was titrated | hit rate 1% among 290,000; in the data active = inhibition mostly above about 36%, no sharp cut-off; inactive = mostly below about 34%;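 also: HEK-293T reporter cells stimulated with the NOD1 agonist gamma-tri-DAP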
NOD2 inhibition = NOD2 signaling inhibitors, cell-based, luminescence, uHTS, HEK293 (AID 1566) | HEK293 NOD2/NF-kB luciferase reporter, luminescence; higher % means a stronger effect | one-dose inhibition, % at 4 µM; EC50 in µM for titrated hits | hit rate 0.63% among 290,000; in the data active = inhibition above about 50%; also: many of its hits are not listed in these tables
Insulin prom up = insulin promoter activators in MIN6 cells, imaging, high-content screening, mouse beta cells | MIN6 insulin promoter-GFP reporter; stronger effect = higher value | z-score at 5 µM | hit rate 0.3% among 190,000;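 active = z-score above 3 at 5 µM with at least 500 cells counted in the well; inconclusive = wells under 500 cells, flagged as cytotoxic or low count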
Dynein cargo inh cytoplasmic EGFP = further read-out of Dynein cargo inh, marked with its call; z-score; measured here: cytoplasmic GR-EGFP intensity; stronger effect = higher value
Dynein cargo inh nuclear GR-EGFP = second read-out of Dynein cargo inh, no call of its own (marks repeat the call); z-score; measured here: nuclear GR-EGFP intensity;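 lower value marks the stronger effect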
Dynein cargo inh cell count = also measured in Dynein cargo inh; calls as there; z-score; measured here: cell count per field
Insulin prom up cell count = second read-out of Insulin prom up, no call of its own (marks repeat the call); cell count; measured here: cytotoxicity, nuclei count;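 total cells summed across four imaged fields per well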
b-catenin transl cell count 5 µM = recorded beside b-catenin transl, whose call it bears; cell count; measured here: cell count, cytotoxicity flag
MT stabilize HCS Hoechst-high % = recorded beside MT stabilize HCS, whose call it bears; % Hoechst-high responders; measured here: nuclear condensation Hoechst responders;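 share of cells brighter than vehicle mean plus two SD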
MT stabilize HCS cytotoxicity % = second read-out of MT stabilize HCS, no call of its own (marks repeat the call); toxicity, %; measured here: cytotoxicity by cell density;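 0% = mean cell density of plate MIN control wells and 100% = no cells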
Autophagy HCS cell loss 18 h = second read-out of Autophagy HCS, no call of its own (marks repeat the call); toxicity, %; measured here: cell loss, nuclei count;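 cell loss after 18 h compound exposure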
Active calls of the source: *; i = inactive; u = inconclusive; x = not tested or not shown.

SMILES | b-catenin transl | b-catenin transl cell count 5 µM | Yfh1-depleted yeast | Dynein cargo inh | Dynein cargo inh cytoplasmic EGFP | Dynein cargo inh nuclear GR-EGFP | Dynein cargo inh cell count | MT stabilize HCS | MT stabilize HCS Hoechst-high % | MT stabilize HCS cytotoxicity % | M17LAP inhibition | Autophagy HCS | Autophagy HCS cell loss 18 h | NOD1 inhibition | NOD2 inhibition | Insulin prom up | Insulin prom up cell count
Cc1nc(S/C(=C/c2ccc(-c3ccc(Cl)cc3)o2)C(=O)O)n[nH]1 | -1.1 | 1236 | i | -0.35 | 1.9 | 0.25 | 0.85 | 1.8 | 1.6 | 2.1 | 0% | i | -10 | 2% | -4% | x | x
O=[N+]([O-])c1ccc(-c2ccc(/C=N/c3c(-c4ccco4)nc4ccccn34)o2)c(Cl)c1 | -1.3 | 1078 | x | -0.11 | -0.17 | 0.48 | 0.027 | 4.3 | 2.2 | 2.2 | -7% | i | 7 | -26% | 11% | -0.03 | 1857
O=C(CN1C(=O)c2ccccc2S1(=O)=O)NC1CCCC1 | -2.3 | 1043 | i | 0.23 | -0.25 | 0.23 | -0.23 | 5.8 | 2.9 | 5.3 | 33% | i | -6 | -1% | 7% | 0.51 | 1855
O=C(C=C=Nc1ccccc1)C(=O)N=C=Cc1ccccc1 | -1.1 | 1143 | i | -0.77 | 6.8 | 0.85 | 0.6 | x | x | x | 5% | x | x | 9% | -26% | -1.8 | 966
CCC1Sc2ccccc2N(CC(=O)NCc2ccccc2OC)C1=O (stereo not given) | 0.9 | 1417 | i | -0.48 | -0.21 | -0.98 | 0.39 | 2.6 | 1.3 | 5.2 | 2% | i | -6 | -36% | 0% | 0.69 | 1443
COc1ccc(C)cc1S(=O)(=O)N(CC(=O)NCc1ccc(Cl)cc1)Cc1ccccc1 | x | x | i | -0.79 | -0.2 | -0.11 | 0.48 | 1.2 | 1.2 | 8.3 | -5% | i | -2 | 10% | 6% | -0.47 | 925
Cc1ccc(N=Nc2c(C)[nH]n(-c3ccccc3)c2=O)cc1 | -0.3 | 1650 | i | -0.73 | -0.18 | -0.42 | -0.77 | 2.0 | 1.6 | 8.0 | 9% | i | 1 | -45% | -16% | -0.22 | 1546
COc1ccc(C2c3c(ccc4ccccc34)Oc3ncn4nc(Cc5ccccc5)nc4c32)cc1OC (stereo not given) | x | x | i | 0.59 | -0.29 | 0.18 | 0.5 | 1.0 | 2.8 | 4.6 | -10% | i | -2 | -12% | 2% | -1.1 | 1154
Cc1cc(C)n(-c2ccc(C(=O)OCC(=O)Nc3cc(Cl)ccc3[N+](=O)[O-])cc2)n1 | 3.4 | 509 | i | 0.84 | -0.25 | 0.0098 | -0.51 | 2.3 | 3.9 | 8.1 | -15% | i | -5 | -9% | -7% | 0.34 | 1322
O=C(NCc1ccco1)c1ccccc1NS(=O)(=O)c1cccs1 | x | x | i | -0.59 | -0.25 | -0.47 | 0.48 | 1.3 | 2.3 | 22 | -4% | i | 0 | -18% | 1% | x | x
COc1ccccc1N(CC(=O)Nc1cc(C)on1)S(=O)(=O)c1ccc(Cl)cc1 | 2.1 | 1152 | i | -0.53 | -0.23 | 0.069 | -0.049 | 2.8 | 1.8 | 5.0 | 0% | i | 1 | -2% | -33% | -0.56 | 758
CCOc1ccccc1C(=O)N1CCN=C1SC | x | x | i | -0.16 | -0.15 | 0.09 | 0.073 | 2.4 | 1.3 | 9.8 | 8% | i | -26 | 6% | -2% | u | x
CCCN(C(=O)c1ccco1)c1nnc(-c2ccccc2C)s1 | -0.4 | 911 | i | -0.54 | -0.13 | 0.19 | 0.14 | 1.2 | 1.9 | 3.2 | x | i | -2 | -36% | 10% | 1.8 | 1386
CC(C)c1csc(CN2CCCC(CCC(=O)NCc3ccccc3F)C2)n1 (stereo not given) | 2.8 | 905 | i | 2 | -0.046 | 1.5 | -2.1 | 25* | 17* | 37* | 0% | i | 5 | -16% | 12% | x | x
CC(NC(=O)CSc1ncccc1C(=O)O)C1CC2CCC1C2 (stereo not given) | 0.1 | 1386 | i | -1.1 | -0.25 | -0.39 | 1.1 | x | x | x | -1% | x | x | -8% | -7% | -0.3 | 1046
COc1ccc2[nH]cc(/C=N/NS(=O)(=O)c3ccc(C)cc3)c2c1 | 5.9 | 1219 | i | -0.076 | -0.17 | -0.096 | -0.24 | x | x | x | -5% | x | x | 44%* | 39% | -1.7 | 916
O=C(CCl)NN1C(=O)NC2(CCCCC2)C1=O | 2.0 | 1062 | i | 1.1 | -0.11 | 1.6 | -2.4 | 1.5 | 2.5 | 2.9 | -4% | i | 5 | -30% | 7% | 1.2 | 983
O=C(N/N=C/c1cn(-c2cccs2)nc1-c1ccccc1)c1ccccc1Br | 5.6 | 1244 | i | -0.28 | -0.24 | -0.065 | 0.12 | 3.3 | 1.9 | 11 | 5% | i | 4 | -30% | -7% | -0.33 | 1350
N#CC1=C(SCc2ccccc2)NC2=C(C(=O)CCC2)C1c1ccc2c(c1)OCO2 (stereo not given) | 2.1 | 1384 | i | 0.95 | -0.18 | 0.53 | 0.58 | 6.6 | 2.6 | 5.9 | -1% | i | -4 | -18% | 8% | -0.07 | 1293
COc1cnn(-c2ccc(Br)cc2)c(=O)c1SCc1ccccc1 | x | x | i | 0.14 | -0.24 | 0.18 | 0.59 | 2.8 | 2.4 | 7.0 | 0% | i | 2 | -27% | -15% | -0.32 | 1223
CNC(=S)N(CCc1c(C)[nH]c2ccccc12)Cc1cc(OC)c(OC)c(OC)c1 | -4.1 | 554 | x | -0.37 | -0.0087 | 0.79 | 0.12 | 2.6 | 1.5 | 3.0 | 3% | i | -16 | -4% | 13% | -0.38 | 1137
Cn1c(N2CCN(C(=O)NCc3ccccc3)CC2)nc2ccccc21 | 0.4 | 861 | i | -0.71 | -0.21 | -0.12 | 0.22 | 6.1 | 2.0 | 4.1 | -6% | i | -14 | 4% | 17% | -0.03 | 1178
COc1ccc(NC(=O)/C(C#N)=C/c2ccc(Br)o2)cc1 | 5.7 | 1033 | i | 0.18 | -0.19 | -0.21 | -0.17 | 3.5 | 2.9 | 8.1 | -10% | i | 13 | 5% | 4% | 0.78 | 1655
Cc1nc2ccc(S(=O)(=O)NCC(=O)N3CCCC(C)C3)cc2s1 (stereo not given) | 0.6 | 766 | i | -0.36 | -0.18 | 0.22 | 0.19 | 3.4 | 1.7 | 12 | 2% | i | 4 | 8% | -4% | -0.35 | 1096
O=C(CN(c1ccccc1)S(=O)(=O)c1ccccc1)NCCSc1ccccn1 | -0.8 | 975 | i | 0.61 | -0.21 | 0.88 | -0.2 | 1.5 | 1.4 | 3.1 | x | i | 21 | -30% | -2% | 0.41 | 1554
CC(C)Cn1c(CN(C)Cc2ccccc2)nc2c1c(=O)n(C)c(=O)n2C | -0.3 | 1061 | i | 0.78 | 0.26 | 0.59 | -1.8 | 2.0 | 2.6 | 5.8 | -2% | i | 8 | 0% | 10% | -1 | 1474
N#C/C(=C/c1ccco1)c1nc2ccccc2s1 | 1.4 | 474 | i | 0.18 | -0.29 | -0.33 | 0.36 | 2.0 | 2.0 | 2.0 | 4% | i | 15 | 22% | -123% | 1.1 | 963
C=C(C)C1CC=C(CN2CCC(O)CC2)CC1 (stereo not given) | x | x | i | -1.3 | -0.5 | -0.58 | 0.91 | 1.6 | 1.7 | 0.4 | 0% | i | 1 | -2% | 3% | -0.23 | 926
CCC(C)(C)NC(=O)C(c1ccccc1)N(Cc1cccs1)C(=O)Cn1nnc2ccccc21 (stereo not given) | x | x | i | 0.37 | -0.23 | 0.63 | 0.4 | 5.7 | 2.3 | 6.0 | x | i | -8 | x | x | x | x
CC(c1ccc(Cl)cc1)n1c(-c2ccc3ccccc3n2)n[nH]c1=S (stereo not given) | 0.4 | 1387 | i | -0.17 | -0.17 | 0.34 | 0.8 | 3.0 | 1.9 | 8.6 | 8% | i | -19 | x | 12% | -0.11 | 1523
Cc1cc(C)c(NS(=O)(=O)c2ccc(NC(=O)/C=C/C(=O)O)cc2)c(C)c1 | 0.4 | 950 | i | 0.34 | 0.055 | 0.34 | 0.21 | 1.8 | 0.6 | 0.3 | -69% | i | 14 | 22% | 9% | -0.18 | 1088
COc1ccc(-n2c(Cc3cccn3C)nnc2SCC(=O)Nc2cccc(F)c2)cc1 | 0.1 | 1041 | i | 0.99 | -0.049 | 0.67 | -1 | 2.5 | 1.3 | 6.8 | 4% | i | 8 | x | x | -0.86 | 1206
NS(=O)(=O)c1ccc(CCNC(=O)CSc2nc3ccsc3c(=O)n2CCCCC(=O)O)cc1 | 0.8 | 1119 | i | -0.87 | -0.17 | -0.74 | 1.1 | 4.7 | 2.4 | 10 | 15% | i | -1 | -40% | -6% | -0.14 | 1156

Screening results (PubChem)

The list is partial. The share of hits here may be higher or lower than overall.
